High-throughput results deposited in PubChem BioAssay by Sanford-Burnham Center for Chemical Genomics.
GRIN3A LBD mod = binders of NR3A ligand-binding domain, primary screen, biophysical, differential scanning fluorimetry, uHTS; NR3A LBD differential scanning fluorimetry, Tm shift; 0% = protein alone, 100% = glycine-bound protein; Tm shift relative to glycine control, % at 25 µM; Glutamate receptor ionotropic, NMDA 3A (GRIN3A) ligand-binding domain; AID 1259313, 2017; actives 2.5% (n = 340,000);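 active = melting temperature shift of at least 10% of the positive control shift, at one fixed dose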
SENP6 inh = SENP6 protease inhibitors, primary screen, biochemical, luminescence, uHTS; AID 2599, 2010; inhibition, % at 10 µM; Sentrin-specific protease 6 (Homo sapiens), Q9GZR1; actives 1.8% (n = 330,000); Recombinant SENP6 catalytic domain, aminoluciferin luminescence;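 active = inhibition above about 50% at the single tested dose, limit read from the data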;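 also: plate controls were DMSO wells with enzyme for no effect and DMSO wells lacking enzyme for full effect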
Target sequence (Q9GZR1 628-1112 limits assumed): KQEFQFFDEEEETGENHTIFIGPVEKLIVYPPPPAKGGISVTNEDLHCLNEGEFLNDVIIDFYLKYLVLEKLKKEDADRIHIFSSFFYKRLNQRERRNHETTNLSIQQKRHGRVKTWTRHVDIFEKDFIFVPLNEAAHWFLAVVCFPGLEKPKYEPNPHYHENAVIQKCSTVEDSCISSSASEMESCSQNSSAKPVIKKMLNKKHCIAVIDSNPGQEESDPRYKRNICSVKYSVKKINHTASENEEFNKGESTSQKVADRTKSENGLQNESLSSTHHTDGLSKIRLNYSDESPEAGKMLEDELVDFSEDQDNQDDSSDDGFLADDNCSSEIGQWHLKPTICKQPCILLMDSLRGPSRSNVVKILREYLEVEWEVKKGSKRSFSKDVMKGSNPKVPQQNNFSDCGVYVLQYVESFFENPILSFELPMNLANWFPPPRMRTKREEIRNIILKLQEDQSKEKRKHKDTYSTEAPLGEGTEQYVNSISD
ATG4B inh = ATG4B protease inhibitors, primary screen, biochemical, fluorescence, uHTS; Cysteine protease ATG4B (Homo sapiens), Q9Y4P1; ATG4B cleavage of LC3-PLA2, NBD-HPC fluorescence, 1 h; inhibition, % at 8.33 µM; actives 0.51% (n = 340,000); AID 504462, 2011; in the data active = inhibition above about 40%
SENP8 block = human SENP8 protease inhibitors, primary screen, biochemical, fluorescence, Nedd8 protein substrate, uHTS; Sentrin-specific protease 8 (Homo sapiens), Q96LD8; recombinant SENP8; inhibition, % at 20 µM; actives 0.64% (n = 360,000); AID 602440, 2012; in the data active = inhibition mostly above about 40%, no sharp cut-off; inactive = mostly below about 27%
Target sequence (Q96LD8 whole entry, looked up): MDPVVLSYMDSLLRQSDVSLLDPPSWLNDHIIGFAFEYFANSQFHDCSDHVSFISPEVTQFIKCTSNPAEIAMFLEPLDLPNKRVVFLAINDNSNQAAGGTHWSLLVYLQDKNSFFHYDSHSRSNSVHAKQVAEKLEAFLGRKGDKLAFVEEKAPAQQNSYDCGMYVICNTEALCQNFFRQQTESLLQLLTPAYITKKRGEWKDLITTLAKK
MPTP block = mitochondrial permeability transition pore inhibitors, primary screen, biochemical, isolated mouse mitochondria, absorbance; Ca2+ swelling absorbance, 30 min; AID 602449, 2012; inhibition, % at 10 µM; actives 1.4% (n = 360,000);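 active = inhibition of 50% or more, scaled per plate between neutral and stimulator controls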;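 also: 0% = DMSO wells given calcium and 100% = 1 mM EGTA wells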
HKDC1 inhibitor = HKDC1 hexokinase inhibitors, primary screen, biochemical, fluorescence, uHTS. Q2TB90. recombinant HKDC1, G6PDH/diaphorase resazurin coupled fluorescence. inhibition, % at 20 µM. actives 0.16% (n = 340,000). AID 493160, 2011;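 active = inhibition above about 35% when tested at 20 µM, limit read from the data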;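 also: plate controls were DMSO wells with enzyme for no effect and DMSO wells lacking enzyme for full effect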
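test system = in-house recombinant HK5 (HKDC1) enzyme | amount = HKDC1 at 5 µg/mL | control set = DMSO-enzyme wells negative, buffer-substituted wells positive | compound = one dose of 20 µM, 1% DMSO | schedule = reaction time 90 min, room temperature, protected from light | technique = resorufin fluorescence at 613 nm | reagent = glucose with 1 mM ATP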
SENP7 inh = SENP7 protease inhibitors, primary screen, biochemical, luminescence, uHTS; recombinant SENP7, Z-RLRGG-aminoluciferin luminescence, 40 min; inhibition, % at 5 µM; actives 1.5% (n = 330,000); AID 434973, 2010;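 active = inhibition above about 50% at the single test dose, limit read from the data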;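 also: plate controls were DMSO with enzyme for no effect and no enzyme buffer wells for full effect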
PfG6PD inh = PfG6PD enzyme inhibitors, primary screen, biochemical, fluorescence intensity, uHTS | glucose-6-phosphate dehydrogenase-6-phosphogluconolactonase (Plasmodium falciparum 3D7) | actives 0.78% (n = 350,000) | PfGluPho enzyme, NADPH resazurin-diaphorase fluorescence | inhibition, % at 20 µM;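 active = inhibition reaching at least a set limit at 20 µM in the primary screen, cut at about 59% in these data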;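 also: 0% = DMSO wells with substrate and 100% = DMSO wells lacking glucose-6-phosphate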
Starred values were filed as active, the others as inactive; i = inactive; · = no result given.

Values run as follows: GRIN3A LBD mod, SENP6 inh, ATG4B inh, SENP8 block, MPTP block, HKDC1 inhibitor, SENP7 inh, PfG6PD inh
Cc1ccc(S(=O)(=O)CCC(=O)Nc2ccccc2N2CCCC2)cc1
→ 0, 7, 10, 15, -0.6, -4, 2, 7
Cc1ccc(C(=O)N/C(=C/c2ccc(Cl)cc2)C(=O)Nc2cccc(C(=O)O)c2)cc1
→ -2, -9, -9, 13, 0.3, -10, -1, -4
COc1ccc(C2=NO[C@@H]3C(=O)N(Cc4ccccc4)C(=O)[C@H]23)c(OC)c1
→ -3, -6, -8, 15, 1.6, -1, 0, -8
CN(C(=O)COC(=O)CNC(=O)c1ccc2ccccc2c1)c1c(N)n(Cc2ccccc2)c(=O)[nH]c1=O
→ 0, 1, -14, -4, 0.6, 3, 4, 5
O=C(O)c1ccccc1NC(=O)C(Cc1ccccc1)N1C(=O)c2ccccc2C1=O (stereo unspecified)
→ -29, 2, 5, 9, 0.2, 0, -2, 36
CCOC(=O)c1ccccc1NC(=O)CSc1nc(N)cc(=O)[nH]1
→ -2, -16, 2, 1, -0.3, -1, -11, -11
Cc1ccc(CNC(=O)C2CCN(S(=O)(=O)N3CCOCC3)CC2)cc1
→ -2, 6, 11, 12, -0.2, -5, 0, -4
C=CCc1cc(C)ccc1OCCCn1ccnc1
→ 0, 0, 3, 8, 0.1, -1, 11, -6
COc1ccc(-n2nc3c(c2NC(=O)CCCl)CSC3)cc1
→ 1, -24, 7, 9, 0.3, 0, 3, 2
Cc1cccc(C)c1NC(=O)CN(C1CCCCC1)S(C)(=O)=O
→ 2, 8, 2, 9, 0.2, -6, 3, -5
Cc1nn(C)cc1CN(C)C(=O)c1cc(COc2ccc(F)cc2F)on1
→ 0, -15, 12, 16, 2.5, -7, -12, 1
CCOC(=S)SCC(=O)N1CCc2cc(OC)c(OC)cc2C1C1C(=O)CC(C)(C)CC1=O (stereo unspecified)
→ 0, 0, -8, -123, 0.7, 2, 6, 14
Cc1nc(NCCN2CCOCC2)c2nnn(Cc3ccccc3Cl)c2n1
→ -1, 6, -10, 7, 0.4, -11, -4, 9
O=C1CN=C(Nc2ccccc2Cl)N1c1ccccc1
→ -3, -36, -2, 14, -0.1, -11, 6, -17
CCN1C(=O)C2(C(C#N)=C(N)Oc3n[nH]c(-c4ccccc4)c32)c2ccccc21 (stereo unspecified)
→ 0, -4, -7, 11, 1.5, 0, -8, -11
Clc1nc(NCCN2CCOCC2)nc(NCc2ccccc2)n1
→ -1, -1, -3, 13, 0.5, 8, -3, -9
Cc1cccn2c(=O)c3cc(C(=O)NCCCN4CCCC4=O)n(C)c3nc12
→ -1, -13, 1, -277, 1.0, -5, -4, 0
O=C(CSc1ccc2nnc(-c3ccccn3)n2n1)Nc1ccccc1F
→ 2, -4, -5, -26, -1.5, -1, -2, -5
COc1ccc(NC(=O)CN2CCN(c3ccccc3F)CC2)cc1
→ 7, -15, 5, 21, 3.9, 2, -6, -6
Cc1ccc(C)c(NC(=O)CN(C)C(=O)c2cc3ccccc3oc2=O)c1
→ 1, 6, -3, -23, -2.8, 3, 8, -18
COc1ccc(-c2nc3c(c(=O)c4ccccc4n3C)c(=O)n2Cc2ccccc2)cc1
→ -3, -5, -5, -5, 4.1, -7, 4, 8
C/C(=N\NC(=O)C1CC1c1ccccc1)c1ccc(C)s1 (stereo unspecified)
→ 2, -6, 0, 13, -0.2, -4, 0, -4
COc1cc(N(C)C)c([N+](=O)[O-])cc1C(=O)N1CCOCC1
→ -1, 2, -8, 4, -1.5, -8, -13, -4
CCc1ccc2[nH]c(=O)c(CN(Cc3ccco3)S(=O)(=O)c3ccc4c(c3)OCCO4)cc2c1
→ 2, -2, 4, -80, 0.3, -1, 9, -3
C/C(=N\OCC(=O)OC(C)C(=O)Nc1ccc(C(N)=O)cc1)c1ccc2c(c1)OCO2 (stereo unspecified)
→ -2, -20, 3, 7, -0.8, -5, 7, 1
CCOC(=O)C(C)Oc1ccc2c(-c3cccc([N+](=O)[O-])c3)cc(=O)oc2c1 (stereo unspecified)
→ 2, -25, -2, 24, 1.8, -6, -5, -3
CCOc1ccc2oc(-c3ccccc3)c(C(=O)O)c2c1
→ 2, 2, -8, i, -0.1, 0, 3, -6
Cc1ccccc1Oc1nnc(-c2cccs2)c2ccccc12
→ -2, ·, 0, -100, 3.0, -6, ·, -10
CCCCNC(=S)NNC(=O)c1sccc1C
→ -5, -2, -10, -3, -1.7, -8, 4, 2
Cc1nn(CC(=O)Nc2ccc(C(=O)N(C)C)cc2)c(=O)c2ccccc12
→ -2, -13, -3, 16, 1.0, -4, 9, 6

Profiles from above:
CCOC(=O)C(C)Oc1ccc2c(-c3cccc([N+](=O)[O-])c3)cc(=O)oc2c1 (stereo unspecified) reads GRIN3A LBD mod: 2; SENP6 inh: -25; ATG4B inh: -2; SENP8 block: 24; MPTP block: 1.8; HKDC1 inhibitor: -6; SENP7 inh: -5; PfG6PD inh: -3
CCOc1ccc2oc(-c3ccccc3)c(C(=O)O)c2c1 reads GRIN3A LBD mod: 2; SENP6 inh: 2; ATG4B inh: -8; SENP8 block: i; MPTP block: -0.1; HKDC1 inhibitor: 0; SENP7 inh: 3; PfG6PD inh: -6

More entries.
Values run as follows: GRIN3A LBD mod, SENP6 inh, ATG4B inh, SENP8 block, MPTP block, HKDC1 inhibitor, SENP7 inh, PfG6PD inh
CCOP(=O)(OCC)c1nc(-c2ccc(F)cc2)oc1NCc1ccccc1
→ -5, -1, -1, -402, -1.9, -6, 2, -5
Cc1cccc(NS(=O)(=O)c2cnc[nH]2)c1
→ 2, -15, 4, 17, -1.5, 6, -7, -4
O=C(O)CCc1nn2c3ccccc3n(CCN3CCCCC3)c2nc1=O
→ -2, -16, 19, -270, -1.6, 3, 0, 0
COc1cc(NC(=O)CC(C)S(=O)(=O)c2ccc3c(c2)NC(=O)CO3)cc(OC)c1OC (stereo unspecified)
→ -1, -7, 6, 17, -1.2, -6, 14, 6
CSc1ccc(CN2CCC(Cc3ccccc3)CC2)cc1
→ -1, -5, 3, 5, 0.1, -6, 7, 17
CC/S(CC1CC1(Cl)Cl)=N\S(=O)(=O)c1ccc(C)cc1 (stereo unspecified)
→ 0, 5, -4, 16, 2.0, 8, 2, 11
COc1ccc(NC(=O)c2ccccc2NC(=O)CSc2ccc(C)cc2)cc1
→ 0, -10, -9, -4, 1.1, -7, 5, -12
CN(C)S(=O)(=O)Oc1ccccc1C(=O)Nc1cccc(C(F)(F)F)c1
→ 5, -9, -11, 11, 3.2, 0, 10, 22
CC(C)NC(=O)c1ccccc1NC(=O)C1COc2ccccc2O1 (stereo unspecified)
→ 0, -9, 6, 11, 2.5, -5, -5, -20
COc1ccccc1CNc1ncc(-c2ccc(F)cc2)n1C
→ 4, -13, 1, -6, 0.9, -5, -2, -6
CCn1c(CC(=O)Nc2ccc(F)cc2)nnc1SCC(=O)Nc1nncs1
→ -1, -8, -5, 4, 0.7, -4, -1, -15
CC(=O)C1=C(C)NC(SCC(=O)c2ccc(Cl)cc2)=C(C#N)C1c1ccco1 (stereo unspecified)
→ -4, -15, -3, -18, 2.0, 1, 2, -1
O=C(NCCc1ccncc1)Nc1ccccc1
→ 0, 7, 13, 13, -1.2, -5, 3, 5
O=C(Nc1ccccc1)N(Cc1ccccc1)C1=NCCS1
→ -11, 1, 3, 13, -1.0, 4, -1, -6
Cc1c(C(=O)N2CCCCC2)c(S(=O)(=O)N2CCN(c3ccc(Cl)cc3)CC2)c(C)n1C
→ -1, -3, 3, 15, -0.5, -2, 3, -5
O=C(CCSCCc1ccccn1)Nc1ccccn1
→ 0, -8, -5, 1, -2.1, 5, -6, 1
Cc1ccccc1CSc1nnc(-c2ccccc2)c(=O)[nH]1
→ -6, -13, 11, 2, -0.6, -2, -1, -7
CC(C)(C)NCC(O)COc1c(F)cc(Br)cc1F (stereo unspecified)
→ -2, 4, 0, 10, 5.9, -2, 0, -4
Cc1ccn2c(=O)nc(SCC(=O)N3CCC(Cc4ccccc4)CC3)nc2c1
→ -2, -16, -12, -208, -0.9, 7, 5, 3
CCN(CC(=O)Nc1c(F)cccc1F)C(=O)c1csc2c1CCCC2
→ -2, 2, 3, 23, 1.3, -4, 0, -4
O=C(O)c1cccc(S(=O)(=O)Nc2ccc3[nH]c(=O)[nH]c3c2)c1
→ -1, -11, 0, -6, -0.7, 5, 11, 49
CC(/C=N\Nc1nnc2c(n1)[nH]c1c(C)cccc12)=C\c1ccco1
→ -2, -10, -28, 15, 0.3, 15, 2, -4
O=C(NCc1cccnc1)C1CCN(S(=O)(=O)N2CCC3(CC2)OCCO3)CC1
→ -1, -40, -10, 11, -1.2, -10, -3, 17
CCCOc1ccc(C(O)CCNC(CC(=O)O)c2ccccc2)cc1 (stereo unspecified)
→ -1, -30, 0, 9, -0.8, -6, -10, -7
C=CCNC(=O)C(C)Sc1ccc(Cl)cc1 (stereo unspecified)
→ 2, -4, 3, 34, 0.2, 2, 5, 14
CCOC(=O)N1CCC(NC(=O)CC(NS(=O)(=O)c2ccc(C)cc2)c2ccco2)CC1 (stereo unspecified)
→ -3, -6, -13, 24, -3.3, -5, -6, 3
Cc1ccc(C(=O)O/N=C(\N)c2ccc(Br)cc2)cc1
→ 1, 10, 7, 13, 0.1, 2, 19, -3
CCS(=O)(=O)N1Cc2ccccc2CC1C(=O)Nc1ncc(C)s1 (stereo unspecified)
→ -1, 6, -5, -2, 2.2, -9, 3, 5
CN1c2ccsc2/C(=N/Nc2ccccc2)CS1(=O)=O
→ -5, 0, -8, -33, 0.0, -6, -5, 29
CCN(CC)CCNC(=O)C1c2ccccc2Oc2ccccc21
→ 1, 10, -7, 27, -0.6, -2, 7, 0
COc1ccccc1NC(=S)N(Cc1ccc(Cl)cc1)CC1CCC(C(=O)O)CC1 (stereo unspecified)
→ 2, -6, -11, 18, 0.3, -7, -7, 1
O=C(NNC(=O)c1csc(N2CCOCC2)n1)c1ccc(Cl)nc1
→ 1, -7, 1, 7, -0.1, -2, 6, 4
CCN(c1ccccc1)S(=O)(=O)c1cccc(C(=O)NCc2ccccc2CN2CCOCC2)c1
→ 2, -17, -4, 6, -0.2, 6, -14, -7
COc1ccc2c(C)cc(SC3CCOC3=O)nc2c1 (stereo unspecified)
→ -1, -14, -8, -4, -1.5, 2, 6, -3
CC1=C(C(=O)Nc2ccc(Br)cc2)C(c2ccco2)NC(=O)N1 (stereo unspecified)
→ -4, -23, 0, 2, -0.3, -5, -3, -16
